Source: PubChem
Bcl-XL Bim block: human Bim-Bcl-XL interaction inhibition. Q07817. Bim peptide-Bcl-XL binding, bead flow cytometry, fluorescence. inhibition, % at 10 µM. 0.04% of 190,000 active
Avidin fluor: avidin bead compound fluorescence profile; fluorescence (KMESF) at 10 µM; Avidin beads, compound fluorescence 488/530 nm, flow cytometry; stronger effect = higher value; 0.38% of 220,000 active; in the data active = fluorescence above about 47; also: inactives centre near 10
Bcl-W Bim block: inhibitors of Bim-Bcl-W interaction, human; bead-based flow cytometry, Bim peptide-Bcl-W binding; inhibition, % at 10 µM; 0.02% of 190,000 active;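 also: 0% = bound tracer without compound and 100% = peptide blocker; higher means less fluorescent Bim peptide bound to Bcl-W beads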
Target sequence (Q92843 whole entry, looked up): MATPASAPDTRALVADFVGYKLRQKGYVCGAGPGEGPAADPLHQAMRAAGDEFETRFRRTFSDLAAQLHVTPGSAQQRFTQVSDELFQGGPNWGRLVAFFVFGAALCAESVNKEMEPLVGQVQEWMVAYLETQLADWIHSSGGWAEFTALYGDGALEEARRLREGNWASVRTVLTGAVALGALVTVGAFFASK
Bim-Bcl-B: disrupts Bim peptide binding to human Bcl-B; inhibition, % at 10 µM; 0.073% of 190,000 active; bead-based flow cytometry; Q9HD36; AID 951;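 also: 0% = tracer peptide without compound and 100% = reference inhibitor peptide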
Target sequence (Q9HD36 whole entry, looked up): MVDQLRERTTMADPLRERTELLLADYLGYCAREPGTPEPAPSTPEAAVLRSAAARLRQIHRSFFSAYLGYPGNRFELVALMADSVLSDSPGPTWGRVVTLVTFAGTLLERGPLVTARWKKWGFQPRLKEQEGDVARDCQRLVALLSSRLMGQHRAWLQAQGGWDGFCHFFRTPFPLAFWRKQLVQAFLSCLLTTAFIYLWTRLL
RGS7-Gao reg: human RGS7-Galphao interaction regulation; P09471; Multiplexed bead flow cytometry, RGS7-Galphao binding; actives lie on both sides; binding response (% of control), % at 10 µM; 0.35% of 220,000 active; in the data active = binding response below about 49% or above about 150%; inconclusive = no clear call, values can overlap the other calls; inactive = in between;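 also: fluorescent Galphao held in activated GDP-AlF4 state binding bead-coupled RGS7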
Target sequence (P09471 whole entry, looked up): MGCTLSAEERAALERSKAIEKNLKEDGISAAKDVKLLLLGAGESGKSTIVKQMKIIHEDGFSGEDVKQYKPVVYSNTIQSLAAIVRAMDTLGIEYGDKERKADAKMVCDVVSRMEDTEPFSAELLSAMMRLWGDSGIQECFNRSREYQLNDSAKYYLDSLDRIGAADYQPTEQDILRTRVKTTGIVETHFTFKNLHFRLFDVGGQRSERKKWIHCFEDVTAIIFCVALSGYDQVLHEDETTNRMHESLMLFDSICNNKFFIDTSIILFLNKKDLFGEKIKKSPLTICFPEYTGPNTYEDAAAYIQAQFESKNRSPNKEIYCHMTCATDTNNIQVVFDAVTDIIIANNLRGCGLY
ABCB1 inh: human ABCB1 inhibition, ABCG2 as counter-screen; inhibition, % at 6.6 µM; AID 1326; CCRF-Adr cells, JC-1 efflux, flow cytometry; 0.067% of 190,000 active; P08183; in the data active = inhibition above about 40%;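 also: 0% = vehicle and 100% = reference inhibitor; higher value means more JC-1 retained so stronger ABCB1 efflux block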
Bim-Bfl-1: disrupts Bim binding to human Bfl-1. Q16548. Bead-based flow cytometry, Bim-Bfl-1 binding inhibition. inhibition, % at 10 µM. 0.12% of 190,000 active. AID 1008;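 also: 0% = wells without compound plus tracer and 100% = blocker peptide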
RGS4-Gao reg: modulates binding of RGS4 to human Galphao; P09471; Multiplexed bead flow cytometry; actives lie on both sides; binding response (% of control), % at 10 µM; 0.33% of 220,000 active; in the data active = binding response below about 49% or above about 150%; inactive = in between;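 also: fluorescent Galphao activated with aluminum fluoride binding bead-coupled RGS4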
ABCG2 inh: human ABCG2 inhibition, ABCB1 as counter-screen | 0.1% of 190,000 active | IgMXP3 cells, JC-1 efflux, flow cytometry | inhibition, % at 6.6 µM | AID 1325 | Q9UNQ0;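 active = inhibition above 80%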;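 also: 0% = DMSO and 100% = nicardipine control wells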
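Measure – % inhibition of efflux relative to nicardipine and DMSO · Test system – ABCG2 IgMXP3 and barcoded ABCB1 CCRF-Adr cell mix · Control set – nicardipine as high control, DMSO as low control · Compound – one concentration, 6.6 µM final · Signal – flow cytometry of retained JC-1 fluorescence · Timing – 10 min exposure at 25 °C with rotation, no wash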
Bim-Bcl-2: disrupts Bim peptide binding to human Bcl-2; P10415; Bead-based flow cytometry, Bim peptide-Bcl-2 binding; inhibition, % at 10 µM; 0.06% of 190,000 active; in the data active = inhibition above about 40%; inconclusive = no clear call, values can overlap the other calls;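 also: 0% = no compound wells with probe peptide and 100% = reference peptide inhibitor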
Target sequence (P10415 whole entry, looked up): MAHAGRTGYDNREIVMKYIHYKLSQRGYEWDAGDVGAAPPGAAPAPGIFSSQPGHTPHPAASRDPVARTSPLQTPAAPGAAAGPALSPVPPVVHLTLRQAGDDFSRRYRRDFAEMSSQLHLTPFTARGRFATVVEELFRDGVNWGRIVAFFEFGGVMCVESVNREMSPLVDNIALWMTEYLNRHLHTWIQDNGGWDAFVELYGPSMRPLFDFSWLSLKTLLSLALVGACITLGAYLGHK
GSH fluor: compound fluoresces at 488/530 nm on GSH beads; GSH beads flow cytometry, compound fluorescence 488/530 nm; stronger effect = higher value; fluorescence (KMESF) at 10 µM; 0.25% of 190,000 active; AID 1776; in the data active = fluorescence above about 89;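 also: glutathione beads carrying GST-tagged Bcl family fusion proteins plus one bare bead set; values are compound well signal with DMSO vehicle wells as background; inactives centre near 16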
Active calls of the source: *; ? = inconclusive; · = not tested or not shown. Rule as the data show it, unless noted: active = inhibition above about 40%.

SMILES | Bcl-XL Bim block | Avidin fluor | Bcl-W Bim block | Bim-Bcl-B | RGS7-Gao reg | ABCB1 inh | Bim-Bfl-1 | RGS4-Gao reg | ABCG2 inh | Bim-Bcl-2 | GSH fluor
CCCCc1c(O)nc(SCC(=O)Nc2ccc3c(c2)CCC3)[nH]c1=O | -5 | 24 | -6 | -5 | 96 | 0.0 | -10 | 103 | 0 | -12 | 13
CN(c1cccc(Cl)c1)S(=O)(=O)c1cccc(C(=O)Nc2ccc3c(c2)CCC3)c1 | -6 | 13 | -1 | -4 | 102 | -0.1 | 0 | 99 | -7 | -1 | 5
CCCCN(C(=O)c1ccc(Cl)cc1)C1CC2CCC(C1)N2C (stereo unspecified) | -3 | 8 | 1 | -1 | 93 | -3.0 | -6 | 94 | -4 | -5 | 18
COc1ccc(CCNC(=O)CSc2ccccn2)cc1OC | -5 | 10 | -4 | -18 | 108 | 0.5 | 2 | 103 | 3 | -3 | 12
CCCCNC(=O)Cn1c(-c2ccc(OC)cc2)noc1=O | -4 | 4 | -2 | -10 | 97 | 0.2 | -14 | 100 | 0 | -14 | 38
C1CC2CN(c3nc4nonc4nc3N3CCSCC3)CCN2C1 (stereo unspecified) | -2 | 11 | 1 | -4 | 107 | 0.0 | -5 | 103 | 0 | -1 | 18
CN(C)c1ccc(/C=N\Nc2nc(-c3ccccc3)cc(=O)[nH]2)cc1 | -2 | 11 | -2 | -1 | 98 | -1.1 | -1 | 96 | -7 | 2 | 9
COC(=O)c1sccc1NC(=O)c1cc2c(s1)CCCC2 | -5 | 13 | 0 | -10 | 97 | -0.7 | -15 | 98 | 3 | -8 | 28
CN(CC(=O)NNC(=O)c1cccnc1)S(=O)(=O)c1cc(Cl)ccc1Cl | 0 | 11 | -2 | 0 | 99 | 1.9 | -2 | 99 | 7 | 1 | 18
CN=Cc1nc(-c2ccccc2)oc1O | · | 6 | · | · | 111 | 0.7 | · | 106 | 2 | · | 23
COCC(C)NS(=O)(=O)c1ccc(NC(=O)C(Cc2ccccc2)NC(N)=O)cc1 (stereo unspecified) | -12 | 11 | -6 | -9 | 101 | 0.1 | -15 | 101 | -2 | -16 | 28
CCCn1nnc(NC(=O)C(c2ccccc2)c2ccccc2)n1 | -9 | 13 | 0 | -9 | 100 | 1.4 | -19 | 102 | 2 | -8 | 23
COc1ccc(C2=NN(c3ccccc3)C(c3cccs3)C2)cc1 (stereo unspecified) | 0 | 10 | 1 | -3 | 98 | 0.0 | -4 | 96 | 2 | 0 | 11
COC(=O)C/C(O)=C(/N=Nc1cccc(C(F)(F)F)c1)C(=O)OC | 3 | 4 | 3 | 2 | 98 | 0.9 | 0 | 81 | 2 | 0 | 10
CCN(CC(=O)NCc1cccs1)C(=O)c1cccc(S(=O)(=O)N2CCc3ccccc32)c1 | 0 | 8 | 0 | 0 | 97 | 0.5 | -1 | 100 | 0 | -1 | 19
CC(=O)Nc1sc2c(c1C#N)CC(C)(C)NC2(C)C | 0 | 19 | 0 | 1 | 98 | 0.3 | -1 | 105 | 1 | 1 | 8
COc1ccc(-c2ccc(C(=O)O)o2)c([N+](=O)[O-])c1 | 0 | 12 | 0 | -2 | 102 | 0.1 | -6 | 102 | 0 | -2 | 16
Cc1cc(NC(=O)CN2C(=O)S/C(=C\c3ccccc3)C2=O)no1 | -15 | 12 | -6 | -11 | 100 | -0.1 | -10 | 101 | -1 | -3 | 20
CCC(c1nnc(SCC(=O)Nc2ccc(C(C)=O)cc2)n1C1CCCCC1)N(C)C (stereo unspecified) | -8 | 12 | -2 | -8 | 100 | 3.3 | -1 | 103 | 5 | -3 | 6
COc1ccc2c(-c3cc4ccc(OCc5ccc(F)cc5)cc4oc3=O)cc(=O)oc2c1 | -1 | 17 | 0 | 7 | 104 | -0.8 | 4 | 103 | -4 | 10 | 7
O=C(Cn1nnc2ccccc21)NCc1ccccc1 | -5 | 13 | 0 | -3 | 96 | -0.4 | -20 | 99 | -6 | -5 | 31
COc1cccc(C(=O)C2CCCN(C(=O)c3cccc(C#CC(C)(C)O)c3)C2)c1 (stereo unspecified) | 0 | 9 | 0 | 3 | ? | 0.0 | 9 | 100 | -1 | 6 | 11
Cc1ccc2nsnc2c1NC(=O)c1ccc(-c2cc(Cl)ccc2Cl)o1 | 2 | 7 | 2 | 0 | 95 | 0.7 | -6 | 97 | 4 | -2 | 59
C=CCc1c(C)[nH]c(=O)[nH]c1=O | -6 | 15 | -6 | -6 | 104 | -0.3 | -6 | 104 | -2 | -7 | 12
CCN1/C(=C2\C(=O)N(C)C(=S)N2C)C=Cc2ccccc21 | -9 | 21 | -7 | -8 | 103 | 0.9 | 0 | 103 | 8 | -5 | 11
COc1cc(C2C(N3C(=O)c4ccccc4C3=O)C(=O)N2c2cccc(C)c2)cc(OC)c1OC (stereo unspecified) | 3 | 14 | 3 | 1 | 113 | 3.1 | 0 | 106 | 9 | 4 | 11
Cc1ccccc1CSCC(=O)NCc1ccco1 | -1 | 7 | 0 | -2 | 107 | 0.6 | -1 | 102 | 1 | 1 | 9
O=C(CCc1n[nH]c(=O)[nH]c1=O)N1CCOCC1 | -6 | 7 | 0 | -7 | 100 | -1.1 | -11 | 100 | 0 | -9 | 19
COc1ccc(C2CC3(CC(C)(C)NC(=O)N3)Oc3cc(O)ccc32)cc1 (stereo unspecified) | -6 | 18 | 0 | -5 | 100 | 0.4 | -11 | 98 | 2 | -8 | 17
O=C(O)CSc1nnc(-c2ccccc2)o1 | 0 | 12 | 1 | -2 | 97 | 0.2 | -4 | 99 | 9 | -3 | 50

2 of the compounds above, with each value named:
smiles: CN(c1cccc(Cl)c1)S(=O)(=O)c1cccc(C(=O)Nc2ccc3c(c2)CCC3)c1
  Bcl-XL Bim block = -6	Avidin fluor = 13	Bcl-W Bim block = -1	Bim-Bcl-B = -4	RGS7-Gao reg = 102	ABCB1 inh = -0.1	Bim-Bfl-1 = 0	RGS4-Gao reg = 99	ABCG2 inh = -7	Bim-Bcl-2 = -1	GSH fluor = 5
smiles: CCC(c1nnc(SCC(=O)Nc2ccc(C(C)=O)cc2)n1C1CCCCC1)N(C)C (stereo unspecified)
  Bcl-XL Bim block = -8	Avidin fluor = 12	Bcl-W Bim block = -2	Bim-Bcl-B = -8	RGS7-Gao reg = 100	ABCB1 inh = 3.3	Bim-Bfl-1 = -1	RGS4-Gao reg = 103	ABCG2 inh = 5	Bim-Bcl-2 = -3	GSH fluor = 6

Later entries
SMILES | Bcl-XL Bim block | Avidin fluor | Bcl-W Bim block | Bim-Bcl-B | RGS7-Gao reg | ABCB1 inh | Bim-Bfl-1 | RGS4-Gao reg | ABCG2 inh | Bim-Bcl-2 | GSH fluor
COc1ccc(NC(=O)C2CCCN(S(=O)(=O)c3ccc(C)cc3)C2)cc1OC (stereo unspecified) | -1 | 9 | -2 | -2 | 101 | 1.2 | 0 | 103 | 16 | 0 | 18
Cn1c(=O)c2c(nc(N3CCOCC3)n2CCSc2ncccn2)n(C)c1=O | -3 | 29 | 2 | -4 | 128 | -2.1 | -9 | 102 | -4 | -7 | 19
Cc1ccc(/C=C/C(=O)N2CCN(c3ccc(F)cc3)CC2)o1 | -11 | 11 | -3 | -14 | 105 | 0.2 | -4 | 99 | 2 | -5 | 11
CSc1nc2ccccc2n1C(=O)NC1CCCCC1 | -8 | 11 | -4 | -10 | 98 | 1.4 | -18 | 97 | 21 | -14 | 25
CCC(C)NC(=O)C1c2ccccc2C(=O)N(c2ccc(OC)cc2)C1c1ccc(OC)cc1 (stereo unspecified) | -9 | 10 | 3 | -8 | 104 | 3.2 | -10 | 103 | 2 | -6 | 36
CCC(=O)Nc1cccc(NC(=S)NC(=O)c2ccc(Cl)cc2Cl)c1 | -9 | 15 | -4 | -10 | 103 | 0.0 | -10 | 101 | 2 | -8 | 10
CCOC(=O)c1c(C)[nH]c(C)c1C(=O)COC(=O)c1cc(OC)cc(OC)c1 | -4 | 8 | 0 | 0 | 96 | 1.8 | -5 | 96 | 26 | -2 | 9
Cc1cccc(OCCNC(=O)c2cccc(Oc3ccc(C(F)(F)F)cc3[N+](=O)[O-])c2)c1 | -5 | 13 | -4 | -8 | 100 | 0.4 | -15 | 98 | 1 | -6 | 13
CN1C(=O)c2ccc(NC(=O)c3c(F)c(F)c(F)c(F)c3F)cc2C1=O | 0 | 5 | 0 | 3 | 101 | 0.0 | 2 | 102 | 1 | 6 | 13
CCOc1ccccc1NC(=O)Cn1nnc(C(=O)Nc2ccccc2Cl)c1N | 1 | 7 | 3 | -8 | 103 | 0.2 | -9 | 102 | 1 | -6 | 46
O=c1cc(CSc2nnc(NC3CCCCC3)s2)nc2sccn12 | 0 | 22 | 1 | -1 | 99 | -0.6 | 2 | 100 | -1 | 0 | 12
COc1ccccc1N1C(=O)c2cccc3c(C(=O)O)ccc(c23)C1=O | -3 | 13 | 3 | -5 | 101 | -0.4 | -11 | 99 | -1 | -5 | 50
O=C(CCN(CCO)Cc1ccccc1)Nc1ccc(Br)cc1 | -3 | 28 | -3 | 0 | 100 | 0.0 | 0 | 98 | 1 | -1 | 17
O=C(CC1CCS(=O)(=O)C1)NC1CCCCC1 (stereo unspecified) | -2 | 17 | -2 | 0 | 99 | 0.1 | 0 | 101 | 0 | 4 | 18
CCC(=O)N1CCc2cc(Br)cc(S(=O)(=O)CCC(=O)NCCOC)c21 | 0 | 12 | -1 | 0 | 97 | 0.0 | 0 | 90 | 0 | 3 | 9
OCC1(CCc2ccccc2)CCN(Cc2cc(F)ccc2-n2cccn2)CC1 | -1 | 11 | 0 | -1 | 97 | 0.5 | -4 | 103 | 1 | 0 | 9
CN1/C(=C\C(=O)C[n+]2ccc3ccccc3c2)C(C)(C)c2ccccc21 | 0 | 24 | 1 | -2 | 102 | -0.5 | -3 | 104 | -1 | -3 | 12
CCOC(=O)N/N=C(C)/C=C/c1ccco1 | -7 | 12 | -2 | -13 | 97 | 1.0 | 6 | 100 | 2 | -7 | 3
CCn1c(CNc2nc(-c3ccccc3)cs2)nnc1SCC(=O)NCc1ccco1 | 1 | 5 | 0 | -6 | 90 | -2.3 | -8 | 92 | -2 | -6 | 34
O=c1cc(N2CCCCC2)c2ccccc2o1 | -1 | 9 | 0 | -5 | 102 | 0.6 | -7 | 97 | 2 | -1 | 11
Cc1cc(C(=O)N2CCN(S(=O)(=O)c3ccccc3F)CC2)c(C)o1 | -1 | 13 | -1 | 0 | 88 | 0.6 | -5 | 86 | 4 | 0 | 11
Cc1ccccc1NC1=C(Cl)C(=O)OC1OC(=O)c1ccccc1C (stereo unspecified) | -6 | 10 | -4 | -8 | 100 | -0.1 | -5 | 96 | 2 | -3 | 14
COc1ccccc1OCC(=O)n1cc(C(=O)c2cc(Cl)cc(Cl)c2O)cn1 | -5 | 2 | -2 | -1 | 96 | -0.1 | 0 | 98 | -3 | -3 | 6
O=C1C(Cc2cccc([N+](=O)[O-])c2)SC(=Nc2ccccc2)N1c1ccccc1 (stereo unspecified) | -5 | 7 | -4 | -11 | 102 | 0.9 | -19 | 102 | 1 | -6 | 20
CCOC(=O)N1CCC(NC(=O)c2cc3sccc3n2CC)CC1 | -7 | 9 | 0 | -11 | 97 | 4.7 | -12 | 104 | 28 | -11 | 13
COc1ccccc1-c1cc(C(F)(F)F)nc(N2CCCCC2)n1 | -1 | 12 | 3 | -8 | 99 | -0.1 | -9 | 102 | 1 | -10 | 46
